# Screening results deposited in PubChem by National Center for Advancing Translational Sciences (NCATS).
# 15-hLO-2 inh = blocks human 15-lipoxygenase 2 activity. O15296. purified 15hLO-2, xylenol orange hydroperoxide absorbance. Potency, µM (series often up to 57.1 µM), inactives show at the highest dose activity change, negative = inhibition, hits mostly inhibitors. actives 0.56% (n = 110,000). AID 881; also: potency is read from the fitted curve at half-maximal effect; nearly all actives have a fitted effect of over 60% in size; many of its hits are not listed in these tables
#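 Purified human 15hLO-2 (50 nM) preincubated 15 min with compound, then 45 uM arachidonic acid for 90 min at RT in 25 mM Hepes pH 7.5, 0.01% Triton X-100. Hydroperoxide detected by Fe-xylenol orange; 573/405 nm absorbance ratio.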
# IMPase inh = membrane-permeable compound that blocks inositol monophosphatase; CHO-M1 cells, IP1 accumulation, HTRF TR-FRET ratio; inhibition (IP1 accumulation), % at 46.1 µM; 120,000 tested, under 10 active; AID 901; active = well fitted curve in the direction sought with a large enough effect in the signal ratio, not every such curve was filed as active; inconclusive = small, poorly fitted or top-dose-only effect, or a change in a side signal; inactive = no such curve, though single readings can be large or run the other way; the % refers to the signal ratio;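 also: cells stimulated with carbachol in lithium chloride buffer; plate controls were DMSO basal wells for no effect and reference inhibitor wells for full effect; higher means more IMPase inhibition seen as more IP1 and lower FRET ratio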
# Target sequence (P97697 whole entry, looked up): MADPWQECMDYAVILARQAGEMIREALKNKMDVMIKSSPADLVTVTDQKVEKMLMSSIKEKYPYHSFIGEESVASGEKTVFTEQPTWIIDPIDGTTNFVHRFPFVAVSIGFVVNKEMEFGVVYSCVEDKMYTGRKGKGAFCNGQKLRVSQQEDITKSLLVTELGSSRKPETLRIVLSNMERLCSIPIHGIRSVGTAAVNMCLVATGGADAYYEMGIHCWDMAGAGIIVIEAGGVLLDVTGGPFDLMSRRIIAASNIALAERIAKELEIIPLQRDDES
#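 Elevated IP1 in lysates lowers TR-FRET signal (665/620 ratio and 620 channel reported). Cells were CHO-M1, given carbachol (50 uM as added) plus 50mM LiCl, pH 7.4, 30 min, 37C; compounds titrated up to 46 uM; AC50 by Hill equation.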
# 12-hLO inh = 12-hLO (ALOX12) enzyme inhibition; purified 12-hLO, xylenol orange hydroperoxide absorbance; actives 0.12% (n = 150,000); Potency, µM (series often up to 57.1 µM), inactives show at the highest dose activity change, negative = inhibition, actives largely listed as inhibitors; P18054; also: potency is read from the fitted curve at half-maximal effect; nearly all actives have a fitted effect of over 55% in size; many of its hits are not listed in these tables
# Target sequence (P18054 whole entry, looked up): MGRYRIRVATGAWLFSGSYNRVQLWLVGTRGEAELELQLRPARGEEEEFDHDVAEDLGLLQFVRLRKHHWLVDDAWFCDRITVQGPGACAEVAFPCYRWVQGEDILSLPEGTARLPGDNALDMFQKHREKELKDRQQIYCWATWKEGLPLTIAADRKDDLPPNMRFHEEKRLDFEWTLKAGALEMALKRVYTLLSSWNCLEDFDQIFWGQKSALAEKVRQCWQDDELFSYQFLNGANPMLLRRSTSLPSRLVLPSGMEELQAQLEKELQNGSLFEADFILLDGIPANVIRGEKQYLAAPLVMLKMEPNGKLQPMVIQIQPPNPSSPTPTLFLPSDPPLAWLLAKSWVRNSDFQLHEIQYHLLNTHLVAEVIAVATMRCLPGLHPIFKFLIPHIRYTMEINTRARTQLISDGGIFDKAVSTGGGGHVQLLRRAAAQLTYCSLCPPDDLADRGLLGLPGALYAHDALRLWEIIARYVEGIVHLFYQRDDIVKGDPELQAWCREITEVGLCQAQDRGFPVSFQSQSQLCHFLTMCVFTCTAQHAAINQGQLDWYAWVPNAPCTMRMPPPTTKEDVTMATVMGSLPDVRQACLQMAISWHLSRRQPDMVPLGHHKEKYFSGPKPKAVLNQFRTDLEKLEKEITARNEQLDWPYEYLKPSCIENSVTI
#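 Xylenol orange chromogenic assay: hydroperoxide from 12hLO oxidises Fe(II), giving red-shifted Fe(III)-XO absorbance. Conditions: 150 nM enzyme, 40 uM arachidonic acid, 25 mM Hepes pH 7.0, 0.01% Triton X-100, 30 min, room temperature.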
# PNC inhibitor = inhibitors of perinucleolar compartment assembly | PC3M PTB-GFP, PNC prevalence imaging, 16 h; stronger effect = lower value | AID 2417 | actives 3.1% (n = 140,000) | activity change (PNC), negative = inhibition, % at 10 µM;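 active = readout at or below -70, meaning at least 70% loss of cells showing the perinucleolar compartment, a nuclear body marking cancer cells; inconclusive = readout between -30 and a set limit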;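 also: plate controls were DMSO wells for no effect and camptothecin positive control wells for full effect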
#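 Compounds are pinned in duplicate onto adhered PC3M cells stably expressing GFP-tagged PTB and incubated 16 h at 37 C. Cells are then fixed, nuclei stained with Hoechst, and PNC-positive cells counted.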
# The depositor's hits bear a star; ? = inconclusive; · = not tested or not shown; [ ] = remark or other dose. Unless noted, calls follow the shape of the dose curve; as a rule, active = well fitted curve in the direction sought with a large enough effect; inconclusive = small, poorly fitted or top-dose-only effect, or another doubt; inactive = no such curve, though single readings can be large; an effect the other way counts as inactive or inconclusive. Unless noted, % is scaled to controls: 0 for no effect and ±100 for the full control effect.
PNC inhibitor	IMPase inh	12-hLO inh	15-hLO-2 inh	SMILES
33	-10	-1%	-5%	C=CCSc1nc(C)c(CC(=O)OCCCC)c(=O)[nH]1
-9	9	0%	-4%	CCOc1ccc(C(C)=O)cc1CSc1nnc(-c2cccs2)n1CC1CCCO1 (stereo not drawn)
18	18	-2%	-6%	O=C1CC(C(=O)NCc2ccccc2)N=C(N2CCCCC2)N1 (stereo not drawn)
5	0	-13%	-5%	CS(=O)(=O)N1CCN(Cc2ccc(C(F)(F)F)cc2)CC1
-7	16	1%	2%	CCc1nc(-c2ccc(C)nc2OC)no1
-30	3	-6%	-1%	Cc1ccc(NC(=O)CSc2nnc(-c3cnccn3)n2-c2ccccc2)cc1
25	8	7%	-13%	CN(C)c1ccc(C(=O)OCc2ccccc2)cc1
8	4	-5%	21%	Cc1c(C)n(Cc2ccccc2)c2ncnc(N)c12
-6	7	0%	-6%	O=C(C1=COCCO1)N1CCN(S(=O)(=O)c2cccc(Cl)c2Cl)CC1
-26	15	-7%	·	CC(=O)Nc1ccc(SCC(=O)c2cc(C)n(-c3ccccc3)c2C)cc1
59	·	-9%	·	O=C(COC(=O)c1cc2ccccc2oc1=O)c1cccc([N+](=O)[O-])c1
?	22	-6%	0%	COC(=O)CCC(=O)N1CCc2cc(S(=O)(=O)N3CCN(c4ccccc4Cl)CC3)ccc21
4	·	7%	·	N#Cc1sc2nc(-c3cccs3)cc(-c3ccc(F)cc3)c2c1N
15	2	1%	-13%	CCn1c(SCC(=O)c2ccc(Br)cc2)nnc1C(C)NC(=O)Cc1ccc(OC)cc1 (stereo not drawn)
-16	-23	-2%	-1%	Cc1ccc(-c2nc(CS(=O)(=O)CC(=O)N3CCc4ccccc4C3)c(C)o2)cc1
-23	6	-15%	11%	COc1ccc(OC)c(C2c3c(oc4ccccc4c3=O)C(=O)N2CCCN(C)C)c1 (stereo not drawn)
?	·	-19%	·	CSCCC(NS(=O)(=O)c1ccc(Cl)cc1)C(=O)OCC(=O)c1ccc(F)cc1 (stereo not drawn)
-23	8	5%	9%	CCOC(=O)c1cnc2ccccc2c1NCCO
·	-5[20.6 µM]	1%[25.6 µM]	25%[25.6 µM]	CCOC(=O)Oc1c(OC)cc(C(=O)O[C@H]2C[C@H]3CN4CCc5c([nH]c6cc(OC)ccc56)[C@@H]4C[C@H]3[C@@H](C(=O)OC)[C@@H]2OC)cc1OC
-28	·	-1%	·	CCOC(=O)COc1ccccc1/C=C1/NC(=O)NC1=O
?	-2	-3%	9%	Nc1c(C(=O)NCc2ccco2)nnn1CC(=O)Nc1ccccc1
-24	·	-14%	·	O=C(Nc1ccc(N2CCCC2)cc1)c1ccc2ccccc2c1
-100*	9	-1%	·	O=C(NC1CCN(C(=S)NCc2ccco2)CC1)c1ccc(F)cc1
-11	3	-5%	-8%	CCOC(=O)CN1C(=O)C(=O)c2cc(C)ccc21
-26	3[0.0738 µM]	2%	·	O=C(NC1CCCC1)C(c1ccccc1)N(C(=O)c1ccco1)C1CCCC1 (stereo not drawn)

# Quoted at random: 7 entries already listed.
PNC inhibitor	IMPase inh	12-hLO inh	15-hLO-2 inh	SMILES
-30	3	-6%	-1%	Cc1ccc(NC(=O)CSc2nnc(-c3cnccn3)n2-c2ccccc2)cc1
-16	-23	-2%	-1%	Cc1ccc(-c2nc(CS(=O)(=O)CC(=O)N3CCc4ccccc4C3)c(C)o2)cc1
-100*	9	-1%	·	O=C(NC1CCN(C(=S)NCc2ccco2)CC1)c1ccc(F)cc1
4	·	7%	·	N#Cc1sc2nc(-c3cccs3)cc(-c3ccc(F)cc3)c2c1N
-9	9	0%	-4%	CCOc1ccc(C(C)=O)cc1CSc1nnc(-c2cccs2)n1CC1CCCO1 (stereo not drawn)
?	-2	-3%	9%	Nc1c(C(=O)NCc2ccco2)nnn1CC(=O)Nc1ccccc1
-24	·	-14%	·	O=C(Nc1ccc(N2CCCC2)cc1)c1ccc2ccccc2c1

# Remaining list, next part
PNC inhibitor	IMPase inh	12-hLO inh	15-hLO-2 inh	SMILES
-15	5	-3%	0%	c1ccc(N2CCN(Cc3cn4cccnc4n3)CC2)cc1
?	-6	-2%	6%	O=C(NCc1ccc2c(c1)OCO2)C1CCC(CNS(=O)(=O)c2ccc(Cl)cc2)CC1 (stereo not drawn)
22	·	0%	·	CCOC(=O)c1ccc(NC(=O)COC(=O)c2cccc(Oc3ccccc3)c2)cc1
-11	12	-5%	-9%	CCOc1ccc(NS(=O)(=O)c2ccc3c(c2)CCN3C(=O)C2CCC2)cc1
-28	?	-2%	-1%	O=C(O)Cn1c(SCCOc2ccccc2F)nc2ccccc21
22	4	-16%	-6%	COc1ccc(S(=O)(=O)N2CCN(c3ccc4nnc(-c5ccc(F)cc5)n4n3)CC2)cc1
-21	-3	0%	-7%	O=c1c([N+](=O)[O-])cc(C(F)(F)F)cn1Cc1c(Cl)cccc1Cl
-6	4	0%	?	O=C(Nc1ccc([N+](=O)[O-])cc1)C1C(c2ccccc2)=C1c1ccccc1
-21	7	-3%	-8%	CN(C)c1ccc2c(O)cc(=O)n(C)c2c1
45	-4	5%	-5%	CCOC(=O)c1cnn(-c2nc3c(C)cccc3s2)c1C
-9	16	-5%	6%	Cc1ccc(NC2=NCC(=O)N2CCc2ccccc2)cc1C
25	1	-1%	-11%	CCCCNC(=O)C1CCCN1C(=O)Nc1cccc(OC)c1 (stereo not drawn)
-15	7	1%	22%	Clc1ccccc1CSc1nc2ccncc2[nH]1
·	·	-17%	?	CO[C@H]1/C=C/O[C@@]2(C)Oc3c(C)c(O)c4c(O)c(c(/C=N/N5CCN(C)CC5)c(O)c4c3C2=O)NC(=O)/C(C)=C\C=C\[C@H](C)[C@H](O)[C@@H](C)[C@@H](O)[C@@H](C)[C@H](OC(C)=O)[C@@H]1C
?	-1	1%	3%	COc1ccc(CCNC(=O)NC(C(F)(F)F)C(F)(F)F)cc1OC
-23	·	0%	·	O=C(N/N=C/c1ccccc1)c1ccc(N2CCOCC2)c([N+](=O)[O-])c1
?	?	-10%	0%	COc1ccc(NC(=O)CN2CCN(c3ccccc3F)CC2)cc1
?	·	2%	·	C/C(=N\NC(=O)c1ccccc1)c1ccc(N2CCCCC2)cc1
?	6	1%	-6%	COC(=O)C1=C(C)Nc2nnnn2C1c1cc(OC)ccc1OC (stereo not drawn)
13	3	-8%	2%	CC1CN(c2nc3c(c(=O)n(Cc4ccc(Cl)cc4)c(=O)n3C)n2C)CC(C)O1 (stereo not drawn)
-13	7	-3%	-13%	CC(=O)N(C(C)=O)C1=C(C#N)C2(CCCCC2)Cc2ccccc21
46	11	-1%	·	O=C(Nc1cccc(C(F)(F)F)c1)c1cc(S(=O)(=O)N2CCCCC2)ccc1N1CCOCC1
-11	?	-11%	-8%	Cc1cc(NC(=O)CCC(=O)N(CC(=O)NC2CCCC2)Cc2ccccc2Cl)no1
13	-10	-1%	5%	Cc1sc(NC(=O)CSc2nc(N)n(CC(=O)c3ccccc3)n2)c(C#N)c1C
?	5	8%	-3%	Cn1nc(CC(=O)N2CCN(c3ccccc3)CC2)c2ccccc2c1=O

# In a second layout: results already given
Cc1ccc(NC(=O)CSc2nnc(-c3cnccn3)n2-c2ccccc2)cc1
  PNC inhibitor: -30	IMPase inh: 3	12-hLO inh: -6%	15-hLO-2 inh: -1%
C/C(=N\NC(=O)c1ccccc1)c1ccc(N2CCCCC2)cc1
  PNC inhibitor: ?	IMPase inh: ·	12-hLO inh: 2%	15-hLO-2 inh: ·
O=C1CC(C(=O)NCc2ccccc2)N=C(N2CCCCC2)N1 (stereo not drawn)
  PNC inhibitor: 18	IMPase inh: 18	12-hLO inh: -2%	15-hLO-2 inh: -6%

# Back to the main list, starting 6 compounds before the break.
PNC inhibitor	IMPase inh	12-hLO inh	15-hLO-2 inh	SMILES
13	3	-8%	2%	CC1CN(c2nc3c(c(=O)n(Cc4ccc(Cl)cc4)c(=O)n3C)n2C)CC(C)O1 (stereo not drawn)
-13	7	-3%	-13%	CC(=O)N(C(C)=O)C1=C(C#N)C2(CCCCC2)Cc2ccccc21
46	11	-1%	·	O=C(Nc1cccc(C(F)(F)F)c1)c1cc(S(=O)(=O)N2CCCCC2)ccc1N1CCOCC1
-11	?	-11%	-8%	Cc1cc(NC(=O)CCC(=O)N(CC(=O)NC2CCCC2)Cc2ccccc2Cl)no1
13	-10	-1%	5%	Cc1sc(NC(=O)CSc2nc(N)n(CC(=O)c3ccccc3)n2)c(C#N)c1C
?	5	8%	-3%	Cn1nc(CC(=O)N2CCN(c3ccccc3)CC2)c2ccccc2c1=O
53	2	0%	·	O=C(COC(=O)COc1ccc(Cl)cc1Cl)Nc1cccnc1Cl
47	9	-8%	-14%	C=CCCC(=O)Nc1nc(C)c(-c2csc(Nc3ccc(Cl)cc3)n2)s1
?	-7	1%	?	Cn1c(=O)c2ncn(CC(=O)Nc3cccc(-c4nc5ccccc5s4)c3)c2n(C)c1=O
34	-13	2%	·	Cc1ccc(Nc2c(-c3ccc(N4CCOCC4)cc3)nc3ncccn23)cc1
-27	5	-7%	-8%	CC(C)NC(=O)c1cc(C(=O)c2cc(Cl)ccc2O)coc1=N
?	4	1%	3%	CCCCCC(=O)N1CCN(CCN=CC2=C(O)CC(c3ccc(OC)c(OC)c3)CC2=O)CC1 (stereo not drawn)
?	2	1%	12%	CCn1c(COc2ccccc2C)nnc1SCC(=O)N1CCCCC1
?	3	-3%	-14%	Cc1nc2ccc(NC(=O)C3CCN(S(=O)(=O)c4cccs4)CC3)cc2s1
-20	5	-8%	-11%	Cc1cc(C)n2nc(C(=O)Nc3ccc(N4CCOCC4)cc3)nc2n1
9	-4	-2%	-16%	O=[N+]([O-])C(/C=C(\Cl)[N+](=O)[O-])=C1N(Cc2ccc(Cl)nc2)CCN1Cc1ccc(Cl)nc1
·	·	1%	16%	CC(C)CN1CC[C@@]2(CCCN(C(=O)c3cc(C(F)(F)F)cc(C(F)(F)F)c3)C2)C1
28	-21	-4%	-5%	Cc1c(C)c2cc(Cl)c(O)c(CN3CCN(C)CC3)c2oc1=O
?	-1	0%	1%	O=C(Nc1ccc(F)cc1)C1CCCN(S(=O)(=O)c2cccc3cccnc23)C1 (stereo not drawn)
19	-1	1%	22%	Cc1ccc(C(=O)NCCCNCCCN(C)C)cn1
-100*	3	1%	4%	CCOC(=O)C1CCN(S(=O)(=O)c2ccc(-n3cnnn3)c(C)c2)CC1
?	14	-8%	-1%	CC1=CC(C)(C)N(C(=O)c2ccccc2)c2ccc(C)cc21
3	0	-2%	6%	CN1CCN(C(=O)C2(NC(=O)Nc3cccc(F)c3)CCCCC2)CC1
16	-11	3%	15%	Cn1c(Cc2csc(N)n2)nnc1SC/C=C/c1ccccc1
30	7	-5%	0%	CCN(CC)S(=O)(=O)c1ccc(Nc2cc(C)nc3ncnn23)cc1
